Screening data as filed in PubChem BioAssay.
GPR55 beta-arrestin – GPR55 agonists via beta-arrestin recruitment, primary screen, imaging, U2OS cells, beta-arrestin-GFP redistribution (AID 1961) | U2OS GPR55 beta-arrestin-GFP redistribution imaging; higher % means a stronger effect | activation, % at 10 µM; hits with a dose series show EC50 in µM | actives 0.048% (n = 290,000);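 active = activation above 40% with more than 50 cells counted in the well; inconclusive = wells holding fewer than 50 cells, flagged as toxic or sparse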;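 note: U2OS osteosarcoma cells stably expressing GPR55 and beta-arrestin-GFP; plate controls were DMSO negative control for no effect and LPI positive control for full effect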
AID2073 – inhibitors of Mint1-CaV2.2 protein interaction, biochemical, HTRF (AID 2073) | Voltage-dependent N-type calcium channel subunit alpha-1B (Homo sapiens) | HTRF protein-protein interaction, Mint1-CaV2.2; higher % means a stronger effect | inhibition, % at 20 µM, or IC50 in µM where a hit was titrated | actives 0.19% (n = 290,000); in the data active = inhibition mostly above about 51%, no sharp cut-off; inconclusive = no clear call, values can overlap the other calls; inactive = mostly below about 53%; note: some results filed as inactive read as strong as hits
K1F lysis inhibition – inhibition of K1F phage lysis, E. coli UTI89, bacterial capsule biogenesis inhibitors, alamar blue (AID 488966) | E. coli UTI89 K1F phage lysis, alamar blue, 2 h; higher % means a stronger effect | actives 0.02% (n = 340,000) | one-dose inhibition, % at 100 µM; IC50 in µM for titrated hits;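 active = phage lysis inhibition, versus mean bacterial control, above a set limit; inconclusive = no clear call, values can overlap the other calls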;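 note: capsule biogenesis inhibitors block K1F phage lysis so surviving cells raise fluorescence; higher fluorescence means more inhibition of phage lysis; actives were called in the ten point dose series up to 300 µM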
SIAH1 antagonists – Siah-1 peptide-binding antagonists, primary screen, biochemical, fluorescence polarization, rhodamine-plectin, uHTS (AID 1817). Siah-1 / rhodamine-plectin peptide fluorescence polarization; higher % means a stronger effect. actives 0.02% (n = 290,000). displacement, % at 20 µM, or IC50 in µM where a hit was titrated;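 active = displacement of at least 50% at 20 µM, with a fluorescence ratio check between 0.3 and a set limit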;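 note: plate controls were Siah plus tracer with DMSO for no effect and tracer alone without Siah for full effect; strong numbers were not always called active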
GPR55 LPI antagonism – GPR55 antagonists blocking LPI-driven arrestin recruitment, primary screen, imaging, U2OS, beta-arrestin-GFP, LPI agonist (AID 2013) | U2OS GPR55 beta-arrestin-GFP translocation imaging, LPI antagonism; higher % means a stronger effect | inhibition, % at 10 µM; hits with a dose series show IC50 in µM | actives 0.13% (n = 290,000);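 active = spots per cell inhibited over 60%, with over 100 cells counted and total cytoplasm intensity under 500,000; inconclusive = wells with under 100 cells, flagged as likely toxic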;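 note: U2OS cells stably carrying GPR55 and arrestin-GFP stimulated by 5 µM LPI near EC80; imaged beta-arrestin-GFP aggregate spots per cell after agonist stimulation; plate controls were LPI-stimulated DMSO wells for no effect and DMSO wells without LPI for full effect; some results filed as inactive read as strong as hits; confirmed hits need IC50 under 10 µM and bright autofluorescent wells are also inconclusive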
GPR35 antagonists – GPR35 antagonists blocking zaprinast-driven arrestin recruitment, primary screen, imaging, U2OS, beta-arrestin-GFP, zaprinast agonist (AID 2058); G-protein coupled receptor 35 (Homo sapiens); U2OS GPR35 beta-arrestin-GFP translocation imaging, zaprinast antagonism; higher % means a stronger effect; inhibition, % at 10 µM, or IC50 in µM where a hit was titrated; actives 0.052% (n = 290,000);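 active = inhibition of at least 50% with at least 30 cells and total cytoplasm GFP at most 10,000,000; inconclusive = under 30 cells or total GFP of 10,000,000 plus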
NS5 inhibitors – Dengue-2 NS5 methyltransferase inhibitors, primary screen, biochemical, confirmation dose response (AID 588689); inhibition, % at 25 µM; hits with a dose series show IC50 in µM; Dengue-2 NS5 methyltransferase capping enzyme assay, biochemical; higher % means a stronger effect; Genome polyprotein (Dengue virus type 2 (strain 16681-PDK53)); actives 0.3% (n = 340,000); in the data active = a potency from the dose series; inconclusive = inhibition above about 29% without an active follow-up result
NTR1 ag – agonists of NTR1, primary screen, imaging, U2OS cells, beta-arrestin-GFP, high content (AID 493036) | Neurotensin receptor type 1 (Homo sapiens), P30989 | NTR1-U2OS beta-arrestin-GFP spot imaging, agonist mode | activation, % at 20 µM | actives 0.17% (n = 330,000);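 active = activation at or above 40% of the spot to cytoplasm intensity ratio, with at least 20 cells analyzed; inconclusive = wells under 20 cells, flagged as cytotoxic or low count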;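 note: 0% = DMSO without peptide and 100% = 100 nM NTR1 peptide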
Target sequence (P30989 whole entry, looked up): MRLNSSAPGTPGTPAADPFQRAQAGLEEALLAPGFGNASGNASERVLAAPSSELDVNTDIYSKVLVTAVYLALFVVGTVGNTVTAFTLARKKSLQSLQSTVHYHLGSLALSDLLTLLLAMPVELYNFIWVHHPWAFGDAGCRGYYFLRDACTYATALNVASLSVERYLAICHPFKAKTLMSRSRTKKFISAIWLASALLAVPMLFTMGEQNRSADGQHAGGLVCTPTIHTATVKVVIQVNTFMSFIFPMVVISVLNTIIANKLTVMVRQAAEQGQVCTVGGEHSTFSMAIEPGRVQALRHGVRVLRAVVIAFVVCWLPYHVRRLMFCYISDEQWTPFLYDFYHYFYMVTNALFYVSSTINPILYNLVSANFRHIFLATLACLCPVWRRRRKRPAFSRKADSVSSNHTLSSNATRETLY
HIV peptide binding – inhibitors of HIV fusion peptide binding, primary screen, biochemical, uHTS, fluorescence dequenching (AID 1986); cell-free peptide binding, fluorescence dequenching, 30 min; higher % means a stronger effect; inhibition, % at 20 µM; hits with a dose series show IC50 in µM; actives 0.3% (n = 290,000); in the data active = inhibition mostly above about 52%, no sharp cut-off; inactive = mostly below about 76%; note: some results filed as inactive read as strong as hits
NTR1 ag cell count 20 µM – further read-out of NTR1 ag, marked with its call; cell count; measured here: cell count, cytotoxicity flag
* hit, by the source's call; u = inconclusive; x = not tested or not shown; [ ] = dose if it differs, or a comment.

smiles | HIV peptide binding | NTR1 ag cell count 20 µM | GPR35 antagonists | SIAH1 antagonists | GPR55 beta-arrestin | GPR55 LPI antagonism | NTR1 ag | K1F lysis inhibition | AID2073 | NS5 inhibitors
CC1Cc2cc(/C=C3/SC(=S)NC3=O)ccc2O1 (stereo unspecified) | 26.1% | 47 | 6.5% | 5.7% | -0.1% | 7.6% | -0.8 | -0.3% | 23.4% | -6.9%
OC(COc1ccc(Cl)cc1)CN1CCN(c2cccc(Cl)c2)CC1 (stereo unspecified) | -0.1% | 47 | 2.2% | 4.8% | -0.1% | 5.5% | -1.4 | -0.2% | 13.1% | 0.7%
COC(=O)c1csc(S(=O)(=O)N2CCCCC2)c1OC | -2.4% | 50 | -3.2% | 5.3% | -0.2% | -5.9% | -0.6 | -1.8% | 6.0% | -7.8%
O=C(NC1CCS(=O)(=O)C1)/C(=C\c1ccc(F)cc1)NC(=O)c1ccccc1 (stereo unspecified) | 1.1% | 54 | -5.1% | -0.7% | -0.5% | 9.0% | -0.9 | 2.6% | 5.9% | 0.0%
COc1cccc(CNS(=O)(=O)c2c(C(=O)N3CCCC3)c(C)n(C)c2C)c1 | 1.8% | 79 | -7.9% | 8.0% | 0.0% | 9.6% | 0.4 | 2.8% | 1.1% | 0.9%
Cc1cccc(NC(=O)CN2C(=O)c3ccccc3C2=O)c1C | -0.8% | 60 | -11.5% | 14.6% | 0.7% | 12.2% | 1.8 | -0.7% | -7.0% | -6.2%
CC(C)c1nc2sc3c(=O)[nH]c(=S)[nH]c3c2c2c1CCCC2 | 4.6% | 56 | -1.9% | 1.7% | 0.3% | 12.2% | 1.1 | 0.0% | 39.4% | -2.4%
c1ccc2c(c1)OCCc1c-2[nH]c2ccccc12 | -2.9% | 75 | -0.8% | 3.3% | 0.0% | -8.5% | 9.6 | 0.2% | -3.8% | -3.9%
CC1CCN(C(=O)Cn2c(=O)oc3cc(S(=O)(=O)N4CCCCC4)ccc32)CC1 | -1.1% | 48 | -10.4% | -0.9% | -0.1% | 0.4% | -1.1 | -0.2% | 2.5% | 3.1%
O=C(NNS(=O)(=O)c1ccc(F)cc1)c1cccc(O)c1 | 0.1% | 58 | 4.4% | -0.3% | -0.2% | 10.1% | -0.3 | 2.8% | 1.0% | 7.7%
O=C(c1cccs1)N(CCO)Cc1cc2cc3c(cc2[nH]c1=O)OCCO3 | 3.1% | x | 5.5% | -0.9% | 0.1% | 13.5% | x | x | 12.9% | x
CC(=O)N1CCN(C(=S)NC(=O)C23CC4CC(CC(C4)C2)C3)CC1 | 0.6% | 35 | -4.5% | 2.7% | -0.7% | 15.0% | 2.1 | 0.2% | -13.9% | -11.1%
O=C(N/N=C/C=C/c1ccccc1)c1cccc(Br)c1 | -3.7% | 54 | 24.2% | 3.4% | -0.1% | 7.0% | 1.1 | 0.1% | -1.8% | -7.8%
O=C(N/N=C/c1ccc(OC(=O)c2ccc(Br)cc2)cc1)c1ccncc1 | 6.6% | 62 | 10.7% | 13.4% | 0.3% | 0.4% | 0.4 | 0.2% | 23.9% | -2.7%
CC(C)n1c(SCC(=O)N2CCN(C(=O)c3ccco3)CC2)nc2c1c(=O)n(C)c(=O)n2C | 1.8% | 48 | 2.0% | 6.2% | 0.0% | 0.6% | -0.6 | -0.6%[50 µM] | u | -15.9%
CCC(NS(=O)(=O)c1ccc(OC)cc1)C(=O)NCCc1ccccc1 (stereo unspecified) | 1.0% | 48 | 13.4% | 5.1% | 0.5% | 3.3% | -1.0 | -1.0%[50 µM] | 9.5% | -3.3%
O=C(Nc1ccc(N2CCCC2)c(Cl)c1)c1cccnc1 | 5.7% | 28 | -6.4% | 20.2% | 0.1% | -19.6% | 0.0 | -0.3% | 33.2% | -10.0%
CCC(C)N=C1CC(C)(C)CC(=O)/C1=C(/O)Cc1ccccc1 (stereo unspecified) | -2.6% | 82 | -1.4% | -4.4% | -0.2% | -12.8% | 1.1 | -0.3% | 3.1% | -1.8%
CCOCN(C(=O)Cn1cnc2ccccc21)c1c(C)cccc1CC | 0.0% | 64 | 3.7% | -6.2% | 0.0% | 4.8% | 0.7 | -0.2% | -13.3% | -6.0%
CCOc1ccccc1/C=C/C(=O)NCC(=O)N1CCC(N(C)C2CCCCC2C)CC1 (stereo unspecified) | 1.3% | 46 | 11.6% | -1.6% | -0.1% | 3.1% | 0.1 | -0.1% | 17.5% | -2.8%
O=C(CC1SC(=Nc2ccc(OC(F)F)cc2)N(CCN2CCOCC2)C1=O)Nc1ccc(F)cc1F (stereo unspecified) | -1.0% | 37 | 0.8% | 6.8% | -0.3% | 17.4% | 1.4 | 1.4% | 5.6% | 1.6%
CCCC(=O)NC(NC1CCS(=O)(=O)C1)C(Cl)(Cl)Cl (stereo unspecified) | -0.3% | 46 | -1.9% | -2.5% | 0.3% | 16.0% | -0.2 | -0.4% | -11.9% | -2.2%
CCCCOc1ccc(-c2nc(-c3cccnc3)no2)cc1 | -1.6% | 48 | -5.2% | -3.4% | 0.6% | 5.0% | 2.4 | 0.7% | -2.1% | -0.7%
CC(C)CC(=O)NC1(C(F)(F)F)C(=O)N(CC(C)C)C2=C1C(=O)CC(C)(C)C2 (stereo unspecified) | -1.6% | 46 | 2.5% | -2.2% | 0.5% | 2.5% | 0.6 | 0.9% | 2.0% | 0.0%

Arranged by the number under NS5 inhibitors (largest number first): some entries from above
SMILES | HIV peptide binding | GPR35 antagonists | SIAH1 antagonists | AID2073 | NS5 inhibitors
CC(C)CC(=O)NC1(C(F)(F)F)C(=O)N(CC(C)C)C2=C1C(=O)CC(C)(C)C2 (stereo unspecified) | -1.6% | 2.5% | -2.2% | 2.0% | 0.0%
CCOc1ccccc1/C=C/C(=O)NCC(=O)N1CCC(N(C)C2CCCCC2C)CC1 (stereo unspecified) | 1.3% | 11.6% | -1.6% | 17.5% | -2.8%
O=C(N/N=C/C=C/c1ccccc1)c1cccc(Br)c1 | -3.7% | 24.2% | 3.4% | -1.8% | -7.8%

The listing continues:
smiles | HIV peptide binding | NTR1 ag cell count 20 µM | GPR35 antagonists | SIAH1 antagonists | GPR55 beta-arrestin | GPR55 LPI antagonism | NTR1 ag | K1F lysis inhibition | AID2073 | NS5 inhibitors
O=C(NCCc1ccccc1)C1CCCN(S(=O)(=O)c2cccc3nsnc23)C1 (stereo unspecified) | -0.7% | 57 | 1.3% | -0.9% | -0.5% | 5.9% | 1.9 | 8.5% | 3.1% | -0.7%
COc1ccc(N2CCn3c2nc2c3c(=O)n(CCc3ccccc3)c(=O)n2C)cc1 | -2.2% | x | 17.6% | -3.1% | 0.5% | 5.1% | x | x | -4.9% | x
Cc1ccc(C(=O)CSc2cnc3ccccc3n2)cc1C | 3.5% | 85 | 7.3% | -0.9% | -0.2% | -1.8% | 0.6 | -0.1% | 6.3% | -14.4%
CCOC(=O)c1cnc(-n2nc(C)cc2C)nc1NNc1ncc(-c2ccccc2)cn1 | -0.7% | 42 | 9.6% | -12.8% | 0.2% | 3.4% | 4.1 | x | -14.3% | x
CN(CCOc1ccccc1)CC(=O)Nc1ccc(S(=O)(=O)N2CCCC2)cc1 | 0.7% | 55 | 9.1% | 6.9% | -0.1% | 5.9% | 2.7 | 0.0% | -4.5% | 4.0%
C/C(=N/NC(=O)c1cccs1)c1ccc(NC(=O)COc2ccc(Cl)cc2Cl)cc1 | 0.0% | 59 | 1.6% | -0.6% | -0.1% | 1.5% | 2.7 | 1.1% | 4.4% | -5.5%
CN1CCN(C(=O)N2c3ccccc3C=Cc3ccccc32)CC1 | -1.4% | 66 | 9.3% | 0.4% | 0.9% | -12.1% | -2.6 | -0.1% | 1.3% | 5.5%
O=C(Nc1ccccc1F)c1ccc(CSc2ccccc2)o1 | -0.9% | 73 | -3.3% | -3.7% | 0.2% | 3.0% | -1.0 | -0.4% | 5.6% | -4.5%
Cc1ccc(Nc2nc(-c3sc(N)nc3C)cs2)cc1 | 4.9% | 49 | 5.0% | 2.0% | -0.2% | 5.0% | 2.7 | -2.3% | -9.3% | -58.6%
O=C(O)COCC(=O)NCc1csc2ccc(Cl)cc12 | 0.5% | 56 | 1.3% | -7.4% | -0.3% | 6.0% | 0.5 | -0.3% | 8.4% | 0.0%
Cc1cccc(-c2noc(CNC(=O)Nc3ccc(F)cc3)n2)c1 | 3.4% | 80 | -7.3% | 2.2% | -0.2% | 9.4% | -1.3 | -0.1% | -9.5% | -17.9%
Cc1cc(C)c(NC(=O)CCCSc2nnc(N)s2)c(C)c1 | -0.5% | 48 | -11.5% | -3.8% | -0.1% | 7.2% | 2.3 | -0.7% | 2.4% | -7.1%
Cc1cccc(-n2c(SCC(=O)N3CCCC3)nc3n[nH]c(C)c3c2=N)c1 | -1.3% | 73 | -6.5% | -1.0% | -0.2% | 1.1% | 0.1 | 6.0% | 17.4% | -4.9%
S=c1[nH]nc(-c2ccc(Cl)cc2)n1CCCN1CCOCC1 | 2.4% | 64 | -3.0% | 4.2% | -0.4% | 4.1% | 0.4 | 0.3% | 4.0% | -16.0%
Cc1cccc(C)c1OCc1cc(C(=O)N2CCCCCCC2)no1 | 0.4% | 68 | 7.8% | -6.8% | -0.1% | 7.3% | 5.0 | 0.2% | 5.7% | 4.7%
O=C(OCc1cn(-c2ccc(Cl)c(Cl)c2)nn1)c1ccccc1 | -3.2% | 90 | -9.0% | 0.0% | -0.2% | 19.0% | 1.5 | -0.2% | 5.1% | -3.5%
O=C(CCc1ccc(O)c(O)c1)N/N=C/c1cc2c(cc1[N+](=O)[O-])OCO2 | 14.8% | 57 | -6.3% | 23.1% | -0.1% | 8.6% | 2.0 | 0.0% | -17.4% | 7.2%
O=C(CSC(=S)N1CCOCC1)c1cc2ccccc2oc1=O | 0.1% | 92 | 0.1% | 9.0% | -0.1% | 4.3% | 2.8 | 0.5% | -25.0% | -1.3%
CCOC(=O)CNC(=O)CSc1ncnc2c1cnn2-c1ccc(Cl)cc1 | -2.2% | 36 | 9.4% | 20.0% | -0.3% | 0.0% | -1.5 | 4.2% | 8.9% | 4.1%
CC(=O)Nc1ccc(NC(=O)C(C)N(C)CC(=O)Nc2ccccc2Br)cc1 (stereo unspecified) | -0.1% | x | 22.2% | -5.4% | 0.0% | 1.0% | x | 1.9%[50 µM] | 16.2% | -1.9%
